Source: PubChem BioAssay (Sanford-Burnham Center for Chemical Genomics)
SENP8 inh: SENP8 (human) protease inhibition; Q96LD8; recombinant SENP8, Nedd8 substrate fluorescence; inhibition, % at 20 µM; 360,000 compounds, 0.64% hits; in the data active means inhibition mostly above about 40%, no sharp cut-off; inactive means mostly below about 27%
NR3A LBD binder: NR3A (human) ligand-binding domain modulation. Tm shift relative to glycine control, % at 25 µM. 340,000 compounds, 2.5% hits. NR3A LBD differential scanning fluorimetry, Tm shift; 0% = protein alone, 100% = glycine-bound protein;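 active means melting temperature shift of at least 10% of the positive control shift, at one fixed dose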
hIAP act: increases human intestinal alkaline phosphatase activity | P09923 | purified human IAP, CDP-Star luminescence, 30 min; active compounds read high; 1 = vehicle-only enzyme, 0 = enzyme-free background | activation factor at 10 µM | 330,000 compounds, 0.16% hits | AID 2524;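 active means activation factor of the enzyme at least 2-fold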; further: the source names both 10 and 20 µM as test concentration; values of inactives mirror those of a sister screen read the other way
Target sequence (P09923 whole entry, looked up): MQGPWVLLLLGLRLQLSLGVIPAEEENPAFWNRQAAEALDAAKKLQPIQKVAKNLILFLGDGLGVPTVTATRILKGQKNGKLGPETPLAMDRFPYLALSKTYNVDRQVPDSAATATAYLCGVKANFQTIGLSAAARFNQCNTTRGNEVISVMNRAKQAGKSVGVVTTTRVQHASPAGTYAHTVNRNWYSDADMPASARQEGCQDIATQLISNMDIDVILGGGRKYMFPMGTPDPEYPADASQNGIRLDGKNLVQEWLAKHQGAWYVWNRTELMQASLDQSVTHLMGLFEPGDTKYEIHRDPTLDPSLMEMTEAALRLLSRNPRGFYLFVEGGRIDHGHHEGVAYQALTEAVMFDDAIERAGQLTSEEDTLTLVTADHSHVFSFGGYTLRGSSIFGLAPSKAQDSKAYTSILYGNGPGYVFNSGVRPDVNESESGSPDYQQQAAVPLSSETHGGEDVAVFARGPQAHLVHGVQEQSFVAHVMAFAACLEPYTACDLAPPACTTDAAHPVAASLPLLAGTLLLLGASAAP
PfGluPho inh: PfG6PD (Plasmodium falciparum) enzyme inhibition | PfGluPho enzyme, NADPH resazurin-diaphorase fluorescence | inhibition, % at 20 µM | 350,000 compounds, 0.78% hits | AID 504690;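 active means inhibition reaching at least a set limit at 20 µM in the primary screen, cut at about 59% in these data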;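 further: 0% = DMSO wells with substrate and 100% = DMSO wells lacking glucose-6-phosphate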
SENP6 inh: SENP6 protease inhibition; Q9GZR1; Recombinant SENP6 catalytic domain, aminoluciferin luminescence; inhibition, % at 10 µM; 330,000 compounds, 1.8% hits;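 active means inhibition above about 50% at the single tested dose, limit read from the data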;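 further: plate controls were DMSO wells with enzyme for no effect and DMSO wells lacking enzyme for full effect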
Target sequence (Q9GZR1 628-1112 limits assumed): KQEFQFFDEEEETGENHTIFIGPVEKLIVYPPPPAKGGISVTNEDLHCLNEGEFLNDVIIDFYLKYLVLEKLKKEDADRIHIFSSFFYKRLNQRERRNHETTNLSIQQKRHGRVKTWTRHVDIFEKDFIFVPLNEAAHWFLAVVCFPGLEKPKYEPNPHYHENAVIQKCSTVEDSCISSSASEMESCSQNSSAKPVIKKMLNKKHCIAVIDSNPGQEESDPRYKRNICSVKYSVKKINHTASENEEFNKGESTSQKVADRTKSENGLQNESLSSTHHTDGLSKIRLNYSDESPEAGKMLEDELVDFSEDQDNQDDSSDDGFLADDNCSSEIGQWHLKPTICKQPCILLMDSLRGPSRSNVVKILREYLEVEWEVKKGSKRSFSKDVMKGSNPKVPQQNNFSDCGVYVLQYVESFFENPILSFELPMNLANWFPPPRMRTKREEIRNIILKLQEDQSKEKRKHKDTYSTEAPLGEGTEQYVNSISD
MPTP inh: permeability transition pore inhibition | isolated mouse mitochondria, Ca2+ swelling absorbance, 30 min | inhibition, % at 10 µM | 360,000 compounds, 1.4% hits | AID 602449;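 active means inhibition of 50% or more, scaled per plate between neutral and stimulator controls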;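 further: 0% = DMSO wells given calcium and 100% = 1 mM EGTA wells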
ATG4B inh: blocks human ATG4B protease cleavage of LC3 substrate; Q9Y4P1; ATG4B cleavage of LC3-PLA2, NBD-HPC fluorescence, 1 h; inhibition, % at 8.33 µM; 340,000 compounds, 0.51% hits; in the data active means inhibition above about 40%
SENP1 inh: inhibitors of human SENP1 SUMO protease catalytic domain; recombinant SENP1 catalytic domain, CyPet-SUMO1-YPet FRET cleavage; inhibition, % at 10 µM; 360,000 compounds, 0.21% hits; AID 624204;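 active means inhibition at least 30% at 10 µM, raw YFP signal under a set limit, fluorescence ratio 0.5 to 1.5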;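 further: 0% = enzyme with DMSO and 100% = no enzyme wells; some results filed as inactive read as strong as hits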
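Assay system: hSENP1 catalytic domain, recombinant. Amount: SENP1 enzyme, 20 pM final. Schedule: 50 min reaction, RT, dark. Technique: FRET, CFP and YFP emission. Control set: no-enzyme wells low, DMSO-plus-enzyme wells high control.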
* marks the source's active call; other numbers are inactive results; . = not tested or not shown.

SMILES	SENP8 inh	NR3A LBD binder	hIAP act	PfGluPho inh	SENP6 inh	MPTP inh	ATG4B inh	SENP1 inh
CC(C)(C)C1CCc2sc(C(=O)NNC(=O)CCl)cc2C1 (stereo not drawn)	7	0	.	-6	.	-0.4	4	-1
Cc1ccc(/C=C2\Sc3ccccc3C2=O)s1	-224	4	0.91	1	94*	0.6	13	-67
CCN1CCN(c2ccc(S(=O)(=O)N3CCOCC3)cc2NC(=O)c2cc(Cl)nc3ccccc23)CC1	10	1	1	2	-8	-3.9	-1	-1
COc1ccc(C(C#N)CC(=O)c2ccc(OC)c(OCc3ccccc3)c2)cc1OC (stereo not drawn)	-58	.	.	30	.	-0.1	.	-24
Cc1cccn2c(=O)nc(SCC(=O)NCc3ccc4c(c3)OCO4)nc12	1	.	1.1	6	-14	-2.2	-2	0
O=C(Cn1ccc(=O)[nH]c1=O)Nc1ccc(O)c([N+](=O)[O-])c1	31	1	.	-1	.	0.5	4	3
CCCOC(=O)NC1C(NC(=O)OCCC)N(C)C(=O)N1C (stereo not drawn)	19	2	0.89	-9	1	-1.6	8	0
CCN(CC)S(=O)(=O)c1cccc(C(=O)N/N=C/c2cc(OC)c(O)c(OC)c2)c1	-29	3	0.88	23	-9	-1.1	-6	4
CCOC(=O)c1cc(S(=O)(=O)N2CC(C)CC(C)C2)cn1C (stereo not drawn)	7	-3	0.89	-1	9	1.4	1	-3
Cc1ccc(-n2c(C)nnc2SCC(=O)N2CCc3ccccc3C2)cc1C	24	-1	0.97	-5	2	-0.4	-10	-2
CCC[C@@H](CN1CCC[C@H]1CN1C(N)=NC[C@@H]1Cc1ccccc1)N1C[C@@H](Cc2ccccc2)N(CCc2ccc(Cl)c(Cl)c2)C1=N	10	-5	1	37	-14	1.7	2	-2
COc1ccc(CN2CCc3ccccc3C2)c(OC)c1	10	-2	0.99	-1	-26	-3.0	1	2
Cc1cc(S(=O)(=O)c2ccc([N+](=O)[O-])cn2)ccc1Br	35	1	0.99	10	-1	12	2	2
CNC(=S)N(CCc1c(C)[nH]c2ccc(F)cc12)Cc1ccco1	12	-12	1	9	-6	1.2	-5	0
Oc1c(Cl)cc(Cl)cc1/C=N/c1nccs1	-196	6	0.95	-15	1	-4.1	-4	-24
O=C(NCc1ccco1)c1cc(-c2ccc(F)cc2)on1	13	-1	0.87	4	19	-0.5	-1	-1
CC1C(=O)N(Cc2cn(CC3CCCCC3)nn2)CCS(=O)(=O)N1Cc1ccc(-c2ccc(F)nc2)cc1 (stereo not drawn)	-16	.	.	-4	.	-0.1	.	2
Cc1c(-c2ccccc2)nc(-c2ccccc2)[nH]c1=O	0	-4	0.86	-15	0	3.6	-3	-2
CCCC(=O)Nc1ccc(C(=O)COC(=O)c2cc(C)oc2C)cc1	-3	2	1.2	7	-15	0.3	-6	0
OC[C@H]1NC[C@@H](O)[C@@H]1O	3	-2	0.86	3	-1	-5.6	-10	0

Reformatted field by field: entries from further up.
> Cc1cc(S(=O)(=O)c2ccc([N+](=O)[O-])cn2)ccc1Br
  SENP8 inh: 35; NR3A LBD binder: 1; hIAP act: 0.99; PfGluPho inh: 10; SENP6 inh: -1; MPTP inh: 12; ATG4B inh: 2; SENP1 inh: 2
> CCN1CCN(c2ccc(S(=O)(=O)N3CCOCC3)cc2NC(=O)c2cc(Cl)nc3ccccc23)CC1
  SENP8 inh: 10; NR3A LBD binder: 1; hIAP act: 1; PfGluPho inh: 2; SENP6 inh: -8; MPTP inh: -3.9; ATG4B inh: -1; SENP1 inh: -1
> Cc1ccc(/C=C2\Sc3ccccc3C2=O)s1
  SENP8 inh: -224; NR3A LBD binder: 4; hIAP act: 0.91; PfGluPho inh: 1; SENP6 inh: 94*; MPTP inh: 0.6; ATG4B inh: 13; SENP1 inh: -67
> CC(C)(C)C1CCc2sc(C(=O)NNC(=O)CCl)cc2C1 (stereo not drawn)
  SENP8 inh: 7; NR3A LBD binder: 0; hIAP act: .; PfGluPho inh: -6; SENP6 inh: .; MPTP inh: -0.4; ATG4B inh: 4; SENP1 inh: -1

The results go on:
SMILES	SENP8 inh	NR3A LBD binder	hIAP act	PfGluPho inh	SENP6 inh	MPTP inh	ATG4B inh	SENP1 inh
CCOC(=O)c1c(NC(=O)COC(=O)/C=C/c2ccco2)sc2c1CC(C)(C)NC2(C)C	4	1	0.97	38	-18	-0.2	-18	-2
Cc1ccc(S(=O)(=O)NCC(=O)NCC2COc3ccccc3O2)cc1C (stereo not drawn)	1	-1	1.1	-11	-6	-0.6	-1	-1
Cc1c(N=Cc2cc3c(cc2Cl)OCO3)c(=O)n(-c2ccccc2)n1C	9	0	1	-5	-16	-1.3	-5	3
COc1ccc(OC)c(S(=O)(=O)N2CCN(c3ccccc3OC)CC2)c1	2	-1	1	-16	-1	0.9	0	4
Cc1[nH]ccc2cc3nc4ccccc4c3cc12	-469	.	.	-3	.	2.4	.	-26
Cc1ccc(O)c(N=NC2=C(O)CC(C)(C)CC2=O)c1	42*	-5	1	-32	-19	10	12	22
Cc1ccc(S(=O)(=O)N2CCN(C(=O)c3ccccn3)CC2)cc1	0	5	0.91	2	-25	-0.9	-6	-2
Cc1cccc(-n2cc(-c3ccc([N+](=O)[O-])cc3)[nH]c2=S)c1	12	-4	0.93	24	34	0.4	13	23
COC(=O)C(Cc1c[nH]c2ccccc12)NC(=O)CNC(C)=O (stereo not drawn)	17	0	1.1	-9	-8	1.2	0	3
COc1ccc2nc(C)cc(N3CCC(C(N)=O)CC3)c2c1	4	-2	1	-11	-17	7.1	-5	2
O=C(O)c1ccc(-n2nnnc2Oc2ccccc2C(=O)N2CCOCC2)cc1	16	0	0.92	-7	8	0.9	-6	-1
Cc1nc(NS(=O)(=O)c2ccc(Br)cc2)c2c3c(sc2n1)CCC3	-97	-1	1.1	-38	-16	-14	68*	1
Cc1ccc2ncc(NC(=O)c3ccc(F)cc3)c(=O)n2c1	-423	1	1	-3	-9	-0.5	-4	-2
COc1ccc(-c2noc(COc3ccc4c(c3)OCO4)n2)cc1	-168	1	0.93	3	-37	2.1	-1	-21
CC(=O)Nc1ccc(S(=O)(=O)N2CCN(c3ccccn3)CC2)cc1	9	0	0.94	5	-12	-1.2	-1	1
CC1CCC(NC(=O)CN2CCN(S(=O)(=O)c3cccs3)CC2)CC1 (stereo not drawn)	4	-2	0.88	4	-6	0.2	-9	0
CC(=O)Nc1ccccc1/C=C/c1ccc2c(C)ccc(O)c2n1	-13	-1	1.1	-6	7	0.5	-5	-1
O=C(Nc1ccccc1)NC1CCN(Cc2ccccc2)CC1	9	2	0.97	7	-8	1.4	-2	2
CCOC(=O)c1nn(-c2ccc(C)cc2)cc1C(=O)c1ccccc1	9	4	0.96	-14	16	0.8	0	3
COc1ccccc1NC(=O)CSC1=NCCN1	1	1	.	21	.	0.5	0	2
O=C(Nc1cccc(S(=O)(=O)N2CCCCCC2)c1)c1cncc(Br)c1	11	3	1	19	9	4.4	-12	-2
NS(=O)(=O)c1ccc(NC(=S)NC(=O)c2cccnc2)cc1	11	-3	0.94	-15	-5	-0.9	12	0
CC1CCCC(NC(=O)COC(=O)c2ccc(Cl)nc2)C1C (stereo not drawn)	12	1	1.1	4	-3	0.1	-7	-1
COc1cc(/C=C2/C(=O)NN(c3cccc(C)c3)C2=O)cc([N+](=O)[O-])c1O	48*	-6	0.71	9	14	1.2	-1	3
CN(C(=O)CSc1nc(N)cc(=O)[nH]1)C1CCCCC1	13	.	.	-2	.	4.1	.	1
Cc1cccc(C)c1OCC(=O)NNC(=O)c1ccoc1C	32	-2	1.5	3	-5	2.2	0	3
c1ccc(Nc2ccccn2)cc1	8	-27	0.86	5	2	0.6	-6	1
COc1ccc(C)cc1S(=O)(=O)Nc1ccccc1	14	0	0.83	5	-15	-1.4	-6	1
CC(C)C(=O)NCCc1nc2ccccc2n1CCOc1ccccc1	28	-1	0.93	4	-21	1.2	13	3
CC(=O)c1cccc(N(C(=O)CNC(=O)c2ccco2)C(C(=O)NCc2ccco2)c2ccccc2)c1 (stereo not drawn)	5	1	1.1	-19	-14	-1.0	-16	-1
O=C(NC1CCCCCC1)C1CCN(S(=O)(=O)c2ccc(F)cc2)CC1	12	1	1.1	-2	-9	0.2	-11	1
Cc1ccc(NC(=O)c2ncc(Cl)c(Cl)c2Cl)cc1C	-134	0	0.68	-2	-15	1.3	3	1
COc1ccc(NC(C)=O)cc1NC(=O)CN1CCN(S(=O)(=O)c2ccc(C(C)C)cc2)CC1	32	-5	1.1	-3	-1	1.0	2	1
CCC1SC2=NC(C)=C(C(=O)OC)C(c3cccs3)N2C1=O (stereo not drawn)	7	-1	1	0	-8	-1.5	-9	0
CCc1ccccc1N(CC(=O)NC(C)C)C(=O)CCC(=O)Nc1nccs1	10	-1	0.79	23	13	1.1	-7	-3
O=C(Nc1ccccc1Oc1cccnc1)C1CCCN(C/C=C/c2ccc(F)cc2)C1 (stereo not drawn)	4	2	0.92	9	-11	0.1	-5	0
COc1ccc(-c2ccc(NS(=O)(=O)c3cccc([N+](=O)[O-])c3)cc2)nn1	16	-1	0.95	-10	0	1.2	0	2
COc1ccc(CN2C(=O)c3cccnc3C2=O)cc1S(=O)(=O)N1CCOc2ccc(C)cc21	17	8	0.97	1	7	0.3	-12	1
COc1ccc(C(=O)Nc2oc(-c3ccccc3)c(-c3ccccc3)c2C#N)cc1OC	-38	4	1.1	5	10	12	4	0
O=C(N/N=C/c1ccco1)C1CC1	9	0	1	0	4	-0.5	3	1
CCC(=O)NC(NC(=S)Nc1ccc(S(N)(=O)=O)cc1)C(Cl)(Cl)Cl (stereo not drawn)	4	-24	1.3	-5	-8	1.3	-2	2
Cc1cc(C)n(C(=O)CSc2nc3ccccc3o2)n1	6	-1	0.96	4	-4	0.2	4	2
O=C1NC(=O)C(c2ccccc2)N1 (stereo not drawn)	0	1	.	-13	.	-1.1	-6	2
COc1ccc(OC)c(Nc2cc(C(=O)NCCCN3CCOCC3)c3ccccc3n2)c1	10	3	1.1	17	-2	46	-15	4
O=C(COC(=O)c1ccccc1Cl)NC(=O)NCc1ccccc1	24	0	1.1	4	-22	0.4	-5	1
O=C1C2C3C=CC(C4CC34)C2C(=O)N1/N=C/c1c[nH]c2ccccc12 (stereo not drawn)	11	3	0.91	17	-9	-2.0	-13	0
O=C(NC1CCCCC1)C1CC(=O)N(Cc2ccccc2)C1 (stereo not drawn)	15	4	1	0	-8	0.2	-8	0
O=C(Cc1cccs1)N1CCCC(c2nc(-c3ccc(S(=O)(=O)N4CCCC4)cc3)no2)C1 (stereo not drawn)	6	3	0.96	-8	-2	0.3	-1	0
CC(C)(C)C1CCC(=O)N(CCSc2ccccc2)CC1 (stereo not drawn)	11	-1	0.86	-8	-25	-1.4	2	1
Cc1cccn2c(=O)c3cc(S(=O)(=O)c4ccc(Br)cc4)c(=N)n(C4CCCC4)c3nc12	-70	1	0.83	10	-28	1.0	-1	-52
c1ccc(-c2nc3ccccn3c2NCc2ccc3c(c2)OCO3)cc1	-320	-2	1.1	19	-5	-0.9	-9	-28
O=C(O)CCc1ccc(-c2ccc(Br)cc2)n1NC(=O)c1ccc([N+](=O)[O-])cc1	44*	2	0.81	-16	-10	3.5	-1	2
O=C(CNCc1ccco1)Nc1ccccc1-n1cccc1	4	3	0.84	-2	-8	-0.1	-3	-2
Cc1ccccc1-c1nc(CN2CCC(C(=O)NCCCN3CCCC3)CC2)c(C)o1	26	0	0.92	2	-14	-4.7	2	-5
COc1ccc(-c2csc3[nH]c(=S)n(-c4ccccc4)c(=O)c23)cc1OC	11	0	1	16	-1	0.7	-6	0
COc1ccccc1NC(=O)CSc1n[nH]c(-c2ccccn2)n1	11	-1	1.2	9	5	-0.2	-2	2
COc1ccc(-n2c(C)cc(C)c(C(C)=O)c2=S)cc1	15	-5	0.99	3	-10	1.2	0	0
Cc1nc2ccccc2cc1C(=O)N/N=C/c1ccco1	17	5	0.78	-3	-9	-0.3	-12	3
